LYPLA1 inh – LYPLA1 (human) inhibition in PME1 counter-screen; 320,000 compounds, 0.16% hits; AID 2174; inhibition, % at 5.9 µM; O75608; recombinant LYPLA1, FP-Rh probe fluorescence polarization;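 active = inhibition above the mean of all tested compounds plus 3 SD, set per campaign, cut at about 14% in these data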;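 also: inhibitors block serine hydrolase probe labeling of LYPLA1 so polarization falls; 0% = enzyme with DMSO and 100% = wells lacking LYPLA1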
Target sequence (O75608 whole entry, looked up): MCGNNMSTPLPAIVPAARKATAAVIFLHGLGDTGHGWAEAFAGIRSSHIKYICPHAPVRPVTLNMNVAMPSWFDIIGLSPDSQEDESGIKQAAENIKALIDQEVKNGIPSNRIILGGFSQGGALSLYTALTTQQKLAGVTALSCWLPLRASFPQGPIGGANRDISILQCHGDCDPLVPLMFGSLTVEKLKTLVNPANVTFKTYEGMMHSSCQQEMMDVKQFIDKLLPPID
PREPL inhibitor – inhibits the human prolyl oligopeptidase-like enzyme; Q4J6C6; inhibition, % at 5.96 µM; recombinant PREPL, fluorescence polarization activity-based probe; 320,000 compounds, 0.68% hits; in the data active = inhibition above about 43%;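 also: 0% = enzyme with DMSO and 100% = wells lacking enzyme; many of its hits are not listed in these tables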
PAFAH1B3 inh – PAFAH1B3 (human) inhibition. Q15102. recombinant PAFAH1B3, FP-rhodamine probe, fluorescence polarization. inhibition, % at 3.39 µM. 340,000 compounds, 0.28% hits. AID 492972;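 active = inhibition above the screen-wide average of all tested compounds plus 3 SD, cut at about 25% in these data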;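 also: 0% = enzyme with DMSO only and 100% = wells lacking PAFAH1B3 protein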
pPAFAH FP inh – inhibitors of human plasma PAF acetylhydrolase (pPAFAH). Q13093. recombinant pPAFAH, FP-rhodamine probe fluorescence polarization. inhibition, % at 3.39 µM. 330,000 compounds, 1.5% hits;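 active = inhibition above the mean inhibition across the screen plus 3 SD, cut at about 25% in these data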;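 also: inhibitors block binding of the rhodamine activity-based probe so polarization drops; 0% = enzyme with DMSO and 100% = wells lacking pPAFAH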
Target sequence (Q13093 whole entry, looked up): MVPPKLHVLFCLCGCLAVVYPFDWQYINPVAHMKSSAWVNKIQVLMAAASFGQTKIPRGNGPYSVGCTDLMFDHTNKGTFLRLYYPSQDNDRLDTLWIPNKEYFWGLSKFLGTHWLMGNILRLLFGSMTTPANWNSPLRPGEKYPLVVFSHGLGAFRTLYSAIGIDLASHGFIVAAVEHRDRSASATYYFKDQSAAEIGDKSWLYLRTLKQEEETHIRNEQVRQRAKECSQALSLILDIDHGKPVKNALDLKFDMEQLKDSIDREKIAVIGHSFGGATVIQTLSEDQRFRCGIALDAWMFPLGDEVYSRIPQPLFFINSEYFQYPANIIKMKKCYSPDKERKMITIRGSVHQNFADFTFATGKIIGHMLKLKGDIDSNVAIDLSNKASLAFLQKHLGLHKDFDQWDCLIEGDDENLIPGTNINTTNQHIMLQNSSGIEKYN
PAFAH2 FP inh – inhibitors of human PAFAH2; Q99487; recombinant PAFAH2, FP-rhodamine activity probe, fluorescence polarization; inhibition, % at 3.39 µM; 340,000 compounds, 0.99% hits;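 active = inhibition above the mean over all tested compounds plus 3 SD, cut at about 30% in these data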;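 also: inhibitors block probe labeling of enzyme so polarization drops; 0% = enzyme with DMSO and 100% = wells lacking PAFAH2 protein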
PAD4 FP inh – PAD4 (human) enzyme inhibition; 330,000 compounds, 0.41% hits; Q9UM07; recombinant PAD4, RCA probe fluorescence polarization; inhibition, % at 6.36 µM;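 active = percent inhibition above a cutoff equal to the mean of all tested compounds plus 3 SD, cut at about 15% in these data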;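 also: 0% = PAD4 with RCA probe and DMSO and 100% = probe without PAD4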
PAFAH1B2 inh – blocks human PAF acetylhydrolase 1b catalytic subunit 2; AID 492953; inhibition, % at 3.39 µM; recombinant PAFAH1B2, FP-rhodamine activity probe, fluorescence polarization; P68402; 340,000 compounds, 1.2% hits;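 active = inhibition above the mean of all tested compounds plus 3 SD, cut at about 24% in these data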;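 also: 0% = enzyme with DMSO and 100% = wells lacking PAFAH1B2; many of its hits are not listed in these tables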
GSTO1 counter – counter-screen for RBBP9 inhibitors: inhibitors of human GSTO1. P78417. recombinant GSTO1, activity-based probe fluorescence polarization. inhibition, % at 5.96 µM. 300,000 compounds, 1.1% hits;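 active = inhibition above the campaign mean inhibition plus 3 SD, cut at about 35% in these data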;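 also: 0% = GSTO1-1 with DMSO and 100% = wells lacking GSTO1-1 enzyme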
LYPLA2 counter – blocks human lysophospholipase 2, a PME1 counter-screen | O95372 | recombinant LYPLA2, FP-Rh probe fluorescence polarization | inhibition, % at 5.9 µM | 320,000 compounds, 0.38% hits;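 active = inhibition above the screen-wide mean plus 3 SD, limit set per campaign, cut at about 26% in these data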;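 also: 0% = LYPLA2 with DMSO and 100% = wells lacking LYPLA2 enzyme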
Target sequence (O95372 whole entry, looked up): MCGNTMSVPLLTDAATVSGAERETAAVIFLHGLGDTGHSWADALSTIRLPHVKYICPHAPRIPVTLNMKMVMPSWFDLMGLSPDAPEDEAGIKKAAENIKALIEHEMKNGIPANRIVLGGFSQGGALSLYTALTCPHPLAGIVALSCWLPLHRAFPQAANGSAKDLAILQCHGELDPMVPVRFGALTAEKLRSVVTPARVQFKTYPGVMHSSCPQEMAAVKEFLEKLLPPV
* hit, by the source's call; . = no result given.

SMILES	LYPLA1 inh	PREPL inhibitor	PAFAH1B3 inh	pPAFAH FP inh	PAFAH2 FP inh	PAD4 FP inh	PAFAH1B2 inh	GSTO1 counter	LYPLA2 counter
Cc1ccc(C(=O)Nc2ccc3[nH]c(=O)[nH]c3c2)c(C)c1	-2.3	12.5	4.2	2.3	8.8	-4.7	-2.1	-2.9	0.8
Cc1ccc(CNC(=O)C(NS(=O)(=O)c2cccc3nsnc23)C(C)C)cc1 (stereo unspecified)	1.6	-0.1	7.8	3.1	4.0	5.5	-1.7	2.3	4.7
C=CCNC(=O)CC(=O)N/N=C/c1ccccc1F	2.1	5.9	7.0	3.3	-2.0	-7.7	5.4	1.7	1.4
Cn1c(NC(=O)c2cccc(Cn3cc(Cl)cn3)c2)nc2ccccc21	3.3	-1.2	5.2	13.2	10.2	-2.9	-3.4	3.6	3.5
COc1cc(C(=O)NCC(=O)OCc2ccc(F)cc2)cc(OC)c1OC	.	18.6	1.6	0.9	-0.5	-6.0	-6.2	.	.
c1ccc2c3c(c(CN4CCCCC4)cc2c1)COC3	-0.9	3.5	.	-4.6	.	-0.1	.	-2.3	0.5
O=C(COc1ccccc1Cl)NCCNC(=O)c1cccnc1	1.0	9.6	3.6	-10.0	-3.6	-2.4	-4.1	-0.5	5.4
CC1CCc2sc(C(=O)Nc3ccc(C(N)=O)cc3)cc2C1 (stereo unspecified)	-9.4	-5.8	-8.3	-3.6	-12.8	-5.4	-2.8	-12.6	-9.9
C=CCOc1ccc(NC(=O)C2CC(=O)N(C(C)C)C2)cc1 (stereo unspecified)	-1.8	-2.4	3.1	5.8	2.4	-0.1	0.5	-4.5	4.3
CCOC(=O)CCCOC(=O)c1ccc(S(=O)(=O)N(C)C)cc1	1.5	2.2	-3.4	3.6	-9.0	2.6	0.3	3.5	3.1

Three compounds out of the list above, ordered by the number in pPAFAH FP inh, low to high:
SMILES | PREPL inhibitor | PAFAH1B3 inh | pPAFAH FP inh | PAFAH2 FP inh | PAD4 FP inh | PAFAH1B2 inh
c1ccc2c3c(c(CN4CCCCC4)cc2c1)COC3 | 3.5 | . | -4.6 | . | -0.1 | .
COc1cc(C(=O)NCC(=O)OCc2ccc(F)cc2)cc(OC)c1OC | 18.6 | 1.6 | 0.9 | -0.5 | -6.0 | -6.2
Cc1ccc(C(=O)Nc2ccc3[nH]c(=O)[nH]c3c2)c(C)c1 | 12.5 | 4.2 | 2.3 | 8.8 | -4.7 | -2.1

The listing continues:
SMILES	LYPLA1 inh	PREPL inhibitor	PAFAH1B3 inh	pPAFAH FP inh	PAFAH2 FP inh	PAD4 FP inh	PAFAH1B2 inh	GSTO1 counter	LYPLA2 counter
CC(C)c1ccc(/C=C/C(=O)NC2=NCCS2)cc1	-3.1	3.5	.	3.7	.	-7.2	.	-2.8	2.6
CCn1nc([N+](=O)[O-])c2c(-c3nc4ccccc4o3)c(N)n(CCCOC)c2c1=O	-2.4	16.4	-3.2	1.9	17.6	-3.3	3.2	11.8	-6.2
O=C(Nc1cc2c(oc1=O)CCCC2=O)c1cccc(Cl)c1	-1.4	7.3	2.7	-4.6	-5.6	1.1	-0.5	3.9	5.3
Cc1ccc2c(c1)-c1ncc(C(=O)c3cc(Br)ccc3O)cc1CO2	-7.7	-5.8	.	-3.5	.	-4.3	.	0.2	-12.6
Cc1nn(-c2ccccc2)c(Cl)c1C(=O)OC(C)C(=O)NC(=O)NC1CCCCC1 (stereo unspecified)	-1.7	0.5	-4.7	5.6	-0.7	-0.7	-1.8	24.4	-2.0
CCCCOn1c(C)c(C(=O)OCC)c2c3nonc3ccc21	-1.8	9.0	2.7	-0.4	0.5	-2.3	5.3	2.6	1.1
O=C(CCCc1ccccc1)NCCC1=CCCCC1	0.0	0.2	0.0	6.7	8.0	0.8	10.4	3.8	-1.9
N/C(=N\OC(=O)Cc1ccc(Cl)cc1)c1cccnc1	4.7	19.7	16.7	3.4	-1.9	0.8	7.6	10.6	7.4
O=C(CN(Cc1ccc(F)cc1)C(=O)Cn1nnc2ccccc21)NCC1CCCO1 (stereo unspecified)	0.1	4.6	9.1	1.5	-7.8	-6.5	3.6	1.6	-0.9
O=C(N[C@@H](Cc1ccccc1)C(=O)OCc1ccccc1)c1nc[nH]c1C(=O)NCc1ccccc1	-13.6	-4.1	-6.5	33.2*	13.0	2.5	0.0	-9.6	-26.3
Cc1nn(-c2nc3ccccc3s2)c(C)c1Oc1ccccc1O	-14.9	-5.8	4.2	-6.7	-8.1	0.9	-1.2	-1.1	-19.2
CC(NC(=O)c1cccnc1)c1ccc2c(c1)OCO2 (stereo unspecified)	0.2	-2.2	7.0	7.6	6.4	-7.2	0.4	-0.7	-5.9
Cc1sc(NC(=O)c2cccs2)c(C(N)=O)c1C	-3.0	0.6	11.0	1.6	10.5	-0.5	0.9	0.3	1.5
COc1ccc(-c2cc3c(=O)n(CC(=O)NCc4ccc(Cl)cc4)ncn3n2)cc1	-4.5	1.7	5.0	-10.4	-0.5	1.9	0.8	1.7	-1.4
Cc1ccc(C(=O)Nc2ccc(F)cc2)cc1NC1=NC2CS(=O)(=O)CC2S1 (stereo unspecified)	0.9	-1.1	1.6	-0.7	0.4	2.9	6.5	-1.6	5.3
CCOc1ccc(C2C(C(=O)c3ccco3)=C(O)C(=O)N2CCCn2ccnc2)cc1OCC (stereo unspecified)	1.7	5.3	3.4	4.6	-3.4	1.2	-0.8	8.7	6.1
O=C1NC2(CCCCCC2)C(=O)N1Cc1cccc(Cl)c1	-2.0	-5.5	6.9	5.3	4.7	-2.8	6.1	-3.2	-4.8
O=C1N/C(=N/O)S/C1=C\c1ccccc1-n1cccn1	-2.2	0.1	0.5	5.1	-0.2	-3.1	3.9	7.2	-0.6
O=C(O)/C=C/c1cnc2ccccc2c1	1.0	-5.8	8.6	1.8	0.7	-6.6	4.0	-7.6	0.1
O=C(NCCCn1ccnc1)c1cc2c(s1)CCCCC2	1.8	7.0	13.6	2.3	2.8	0.1	3.0	3.2	0.4
COc1ccc(-n2c(Cc3cccn3C)nnc2SCC(=O)NCCc2ccccc2)cc1	0.5	8.4	5.3	-3.6	3.5	-0.9	1.1	4.5	-5.2
CCOc1ccc(S(=O)(=O)Nc2ccc(C(=O)NCC(c3ccccc3)N(C)C)cc2)cc1 (stereo unspecified)	-1.7	-9.0	2.0	4.4	0.9	1.5	2.2	-0.5	-6.2
Cc1ccc(NCC(=O)N/N=C/c2ccc(OC(=O)c3ccco3)cc2)cc1	-1.1	16.2	5.2	11.7	-5.5	3.7	4.9	3.5	2.4
COc1ccc(OC)c(C2c3c(oc4ccccc4c3=O)C(=O)N2CCCN(C)C)c1 (stereo unspecified)	1.4	-16.9	0.6	4.6	2.7	3.2	1.7	1.7	1.2
COC(c1ccccc1)c1nnc(CCC(=O)NCc2cccc(-n3cccn3)c2)o1 (stereo unspecified)	-1.7	17.8	10.9	-3.2	2.7	1.7	6.1	6.2	5.6
O=S(=O)(Nc1ccccc1)c1cccc2nsnc12	3.0	0.2	8.5	7.5	-4.1	-2.6	2.4	-3.4	9.4
O=C(NC1CCCC1)c1nc2c(nnn2Cc2cccc(Cl)c2)c(=O)[nH]1	0.2	4.1	3.5	3.5	13.1	-3.0	8.3	-1.3	-2.4
Cc1ccccc1N(CC(=O)NC1CCCCC1)C(=O)c1csnn1	0.0	17.4	10.7	1.5	-1.0	-2.8	1.3	-6.0	-4.1
NC(=O)CN1CCCN(S(=O)(=O)c2ccc(Br)cc2)CC1	-4.9	6.9	0.3	-0.6	2.3	4.9	12.9	5.7	-4.7
O=C(CSc1ccccc1)NCCSCc1ccccc1	-2.2	0.3	-1.9	3.3	-2.7	-8.1	15.8	-1.7	-9.0
O=C(Nc1cccc(Cl)c1)C1C2C=CC3(O2)C1C(=O)N(CCN1CCCCC1)C3C(=O)NC1CCCCC1 (stereo unspecified)	0.0	28.7	10.2	-0.1	-8.3	-5.7	5.0	0.7	-3.5
Cc1ccc(/C=C(\C#N)c2nn(-c3ccccc3)c(N)c2C#N)cc1	-11.1	8.5	-4.2	-7.9	-14.4	1.5	-1.4	-3.5	-1.2
CC1CCCCC1NC(=O)c1cccc(S(=O)(=O)N2CCN(Cc3ccccc3)CC2)c1 (stereo unspecified)	-2.7	11.1	-1.1	0.6	-10.1	1.3	4.0	-2.2	-5.2
CCOc1cc(-c2sc(Nc3ccccc3)n[n+]2-c2ccc(F)cc2)ccc1OC	3.0	-17.8	-2.1	-6.0	2.0	-8.3	0.6	-3.5	0.8
C=CCNc1nc(Nc2ccc(OC)cc2OC)nc(OCC)n1	3.2	-2.7	-2.8	7.2	5.8	2.4	8.2	0.8	0.3
Cc1ccccc1NC(=O)c1ccco1	-3.3	3.5	4.8	-2.1	-5.9	-7.8	3.6	1.3	-4.9
CN(C)c1nc(N(C)C)n(C(=O)c2ccc(F)cc2)n1	-1.5	-4.3	8.2	4.8	-2.0	2.9	3.4	7.0	-0.8
COc1ccc(C(=O)O)cc1S(=O)(=O)NCCc1ccccn1	0.4	-9.5	2.9	-4.5	-3.3	-2.3	4.8	-10.6	-2.3
CCOc1cnn(-c2cc(Oc3ccc(C)cc3)ncn2)c(=O)c1Cl	-2.7	9.2	4.4	10.5	5.7	-0.6	-1.9	3.4	3.1
COc1ccc(/C=C/C(=O)Nc2ccccc2C)cc1S(=O)(=O)N1CCOCC1	-2.9	-2.4	3.8	-4.9	-6.5	2.1	2.0	-7.7	0.6
NC(=O)CSc1n[nH]c(=O)n1CCc1ccccc1	1.2	0.5	7.4	0.3	3.1	1.7	-0.6	-1.8	2.8
CCOc1cc(C)c(Cl)cc1S(=O)(=O)NCc1ccco1	2.5	-7.8	-2.4	0.5	-1.0	-2.3	-0.8	-2.2	3.9
Cc1ccc(N2CC(C(=O)NCc3cccs3)CC2=O)cc1 (stereo unspecified)	1.7	0.0	5.9	3.8	-3.9	3.0	-2.2	3.8	1.2
Cc1ccc(NC(=O)CN2C(=O)COc3ccc(S(=O)(=O)N4CCCC4)cc32)c(C)c1	-1.7	4.6	-1.2	5.8	9.5	0.9	-6.0	-5.3	-0.8
Cc1cc(C)cc(NC(=O)C2CCN(c3cnccn3)CC2)c1	0.9	11.5	-0.1	-0.4	5.4	-0.5	3.2	4.3	1.3
CN(C(=O)COC(=O)CCC(=O)c1ccc(Cl)cc1)c1c(N)n(Cc2ccccc2)c(=O)[nH]c1=O	-1.3	-7.0	-1.7	-4.4	1.8	-0.4	2.1	1.3	1.1
Cc1ccccc1-c1cc(C(=O)NCc2cccs2)nn1CC1CC(c2cccc([N+](=O)[O-])c2)=NO1 (stereo unspecified)	-2.2	-16.5	6.7	2.7	-6.8	-5.4	-0.5	-7.8	-1.3
Cc1cc(C#N)c(C)n1-c1cc(S(=O)(=O)N2CCOCC2)ccc1N1CCCC1	1.3	-6.2	0.4	6.2	-5.8	-1.5	-0.3	-1.0	-5.2
COc1ccc(NC(=O)CCN=C2NS(=O)(=O)c3ccccc32)cc1S(=O)(=O)N(C)C	-2.3	8.2	-11.1	-4.8	-3.0	-0.5	-5.0	.	-9.1
COC(=O)c1sccc1N/N=C(\C)c1ccc(F)c(Cl)c1	1.7	8.5	1.3	1.2	1.7	-5.4	-0.9	0.7	3.1
COc1ccc(C)cc1NCc1ccc([N+](=O)[O-])cc1	1.2	13.0	8.4	7.1	0.4	2.1	12.4	2.2	2.8
CCCc1nnc(NC(=O)CCC(=O)N2CCN(S(=O)(=O)c3ccc(F)cc3)CC2)s1	10.6	-0.9	0.8	6.5	4.9	-1.7	8.4	3.5	7.1
O=S(=O)(Nc1ccc(OC(F)(F)F)cc1)c1cccc2nonc12	1.6	7.4	5.0	13.2	1.7	-5.2	-2.6	10.2	-0.7

A portion of the library (hit frequency here may not be typical).
